# AmpC detergent – qHTS Inhibitors of AmpC Beta-Lactamase (assay with detergent). AmpC hydrolysis of nitrocefin, absorbance 480 nm, 0.01% Triton. 370,000 tested, 0.041% active. Potency, µM (titrated, usually from 114 µM), for inactives: top-dose activity change, negative = inhibition, most hits filed as inhibitors;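 note: potency is the fitted concentration of half-maximal effect; 0% = no-compound wells and -100% = no-enzyme wells; nearly all actives have a fitted effect of over 25% in size; some results filed as inactive show a strong effect at the top dose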
# Target sequence (P00811 whole entry, looked up): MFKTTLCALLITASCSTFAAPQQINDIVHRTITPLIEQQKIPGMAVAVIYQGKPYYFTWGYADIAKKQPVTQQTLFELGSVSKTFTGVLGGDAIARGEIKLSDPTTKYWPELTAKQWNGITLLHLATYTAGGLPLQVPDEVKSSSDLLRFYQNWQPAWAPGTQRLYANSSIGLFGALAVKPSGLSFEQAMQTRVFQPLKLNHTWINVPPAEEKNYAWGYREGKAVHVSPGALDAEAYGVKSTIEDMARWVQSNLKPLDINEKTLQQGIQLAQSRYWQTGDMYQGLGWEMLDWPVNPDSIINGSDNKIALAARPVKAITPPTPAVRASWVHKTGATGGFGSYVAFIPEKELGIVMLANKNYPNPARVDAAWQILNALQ
#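 AmpC (5.3 nM in the dispensed reagent) in 20 mM phosphate pH 7.0 with 0.01% (detergent screen) or 0.0001% Triton X-100 was preincubated with compounds for 15 min at room temperature. Nitrocefin was then added from an 800 uM solution, and hydrolysis was followed at 480 nm.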
# HCV inh – qHTS Assay for Inhibitors of Hepatitis C Virus (HCV); Huh7.5.1 HCVcc-Cre infection, luciferase reporter, 44 h; Potency, µM (doses to about 41.8 µM), for the others: at the highest dose activity change, negative = inhibition, actives largely listed as inhibitors; 340,000 tested, 3.4% active; AID 651820, 2012; note: potency is the fitted concentration of half-maximal effect
#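 Reporter virus HCVcc-Cre (~0.5 moi) infects cells exposed to compound; seeding density 1,000 cells/well with 4 h settling beforehand. Luminescence, 15 sec read, taken 44 h post-infection following a 15 min RT substrate incubation.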
# Sm TGR block – qHTS Assay for the Inhibitors of Schistosoma Mansoni Peroxiredoxins. 360,000 tested, 3% active. Potency, µM (titrated, usually from 114 µM), for the others: at the highest dose activity change, negative = inhibition, actives largely listed as inhibitors. purified TGR, DTNB reduction, TNB absorbance 405 nm. Schistosoma mansoni thioredoxin glutathione reductase (TGR), Q962Y6; note: potency is the fitted concentration of half-maximal effect; nearly all actives have a fitted effect of over 60% in size
#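 Kinetic colorimetric format: TGR-catalysed, NADPH-driven DTNB reduction monitored via TNB absorbance. Enzyme dispensed at 20 nM; compound exposure 15 min at room temperature before reaction start.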
# HCMV antiviral – qHTS Assay for inhibitors of the human cytomegalovirus (HCMV); HFF cells, HCMV-luciferase reporter, 72 h; hits give low values; AID 1259415, 2018; activity change, negative = inhibition, % at 57.5 µM; 410,000 tested, 4.5% active; in the data active = activity change below about -60%; inconclusive = no clear call, values can overlap the other calls; inactive = above about -39%
#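 HFF cells seeded 16 h at 37C, treated with compounds, infected with luciferase-reporter HCMV at MOI 1 PFU/cell; luciferase read at 72 h post infection, normalized to buffer-only and Salinomycin controls.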
# FBPA Giardia inh – qHTS Assay for Inhibitors of Fructose-1,6-bisphosphate Aldolase from Giardia Lamblia. A8B2U2. Potency, µM (doses to about 59.6 µM), without a hit: top-dose activity, negative = inhibition, usual class: inhibitors. 290,000 tested, 0.71% active. purified Giardia FBPA; note: potency is the fitted concentration of half-maximal effect; nearly all actives have a fitted effect of over 55% in size
# Target sequence (A8B2U2 whole entry, looked up): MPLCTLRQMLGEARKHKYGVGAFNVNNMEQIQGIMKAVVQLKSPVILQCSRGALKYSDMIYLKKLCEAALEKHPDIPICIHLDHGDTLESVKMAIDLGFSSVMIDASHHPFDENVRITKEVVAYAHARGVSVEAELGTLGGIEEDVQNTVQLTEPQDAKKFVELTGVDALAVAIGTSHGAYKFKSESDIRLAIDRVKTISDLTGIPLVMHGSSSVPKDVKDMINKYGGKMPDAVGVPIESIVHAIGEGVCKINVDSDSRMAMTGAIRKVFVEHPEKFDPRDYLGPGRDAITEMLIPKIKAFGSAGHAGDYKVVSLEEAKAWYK
#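 Giardia FBPA (40 nM reagent) was preincubated 10 min at RT with compound (up to 57.5 uM final), then substrate plus GAPDH/TPI/NAD/arsenate coupling system with diaphorase/resazurin was added; resorufin fluorescence (525/598 nm) was read after 20 min.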
# AmpC no deterg – qHTS Inhibitors of AmpC Beta-Lactamase (assay without detergent) | P00811 | AmpC nitrocefin hydrolysis, absorbance 480 nm, 0.0001% Triton | Potency, µM (titrated, usually from 57.1 µM), inactives show at the top dose activity change, negative = inhibition, hits mostly inhibitors | 330,000 tested, 0.52% active | AID 485341, 2010;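 note: potency is the fitted concentration of half-maximal effect; plate controls were no compound for no effect and no enzyme for full effect; nearly all actives have a fitted effect of over 20% in size; some results filed as inactive show a strong effect at the top dose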
#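 AmpC (5.3 nM in the dispensed reagent) in 20 mM phosphate pH 7.0 with 0.01% (detergent screen) or 0.0001% Triton X-100 was preincubated with compounds for 15 min at room temperature. Nitrocefin was then added from an 800 uM solution, and hydrolysis was followed at 480 nm.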
# Numbers without * were called inactive; u = inconclusive; x = no result given; & = joins results of further samples; ! = a repeat was not active; [ ] = remark or other dose. Unless noted, calls come from the whole dose curve; as a rule, active = well fitted curve in the direction sought with a large enough effect; inconclusive = small, poorly fitted or top-dose-only effect, or another doubt; inactive = no such curve, though single readings can be large; an effect the other way counts as inactive or inconclusive. Unless noted, % is set by controls: 0 for no effect and ±100 for the full control effect.
1	Cc1ccc(-c2ccc(/C=N\n3cnnc3)o2)c(Br)c1
2	CCN(CCCNC(=O)Cn1cc2c(n1)CCCC2)c1cccc(C)c1
3	COC(=O)c1c(NC(=O)c2nc(SCc3ccc(F)cc3)ncc2Cl)sc2c1CCCC2
4	COc1cc(NC(=O)[C@@H](NC(=O)N2CCn3c2nc2ccccc23)C(C)C)cc(OC)c1
5	O=[N+]([O-])c1ccc(Oc2ccc(Oc3ccc(C(F)(F)F)cn3)cc2)nc1
6	NS(=O)(=O)c1ccc(CNC(=S)Nc2ccc(Cl)c(Cl)c2)cc1
7	CC(C)CC(=O)c1c[nH]c(C(=O)NCc2cccnc2)c1
8	O=C(OCc1ccc(F)cc1)c1cc2ccccc2cc1O
9	COc1ccc(N(CC(=O)N2CCc3ccccc3C2)S(C)(=O)=O)cc1
10	CC(C)N1C(=O)S/C(=C/c2ccccc2OCc2ccc(C(=O)O)cc2)C1=O

assay / compound | 1 | 2 | 3 | 4 | 5 | 6 | 7 | 8 | 9 | 10
AmpC detergent | -9% | u | 19% | -8% | -13% | 3% | -5% | -22% | 3% | u
HCV inh | -24% | -27% | x | u | u | -4% | 4% | -6% | -6% | 3%
Sm TGR block | 22% | -11% | 1% | -18% | -5% | -28% | 1% | -16% | 5% | -5%
HCMV antiviral | -40 | 12 | 8 | -25 | -37 | -74* | 0 | -31 | 11 | -17
FBPA Giardia inh | 2% | 0% | x | 3% | 0% | -10% | 1% | 2% | -12% | 17%
AmpC no deterg | 20% | 100%[activator] | x | 96%[activator] | -27% | -44% | -13% | -28% | 47% | -28%

11	Cc1nc(SCC(=O)N2c3ccccc3Sc3ccccc32)n[nH]1
12	COc1ccc(CC(=O)Nc2ccc(OC)nc2)cc1
13	O=C(NCCO)C(c1ccccc1)c1ccccc1
14	COc1ccc(CN2CCNC(=O)C2CC(=O)O)cc1OC (configuration not stated)
15	COC(=O)/C=C/c1oc2ccccc2c1C
16	COc1cccc(-c2nnc(-c3ccccc3NC(=O)c3ccc(C(C)(C)C)cc3)o2)c1
17	Cc1ccnc(NC(=O)c2cccc(S(=O)(=O)NCc3ccccc3)c2)c1
18	O=[N+]([O-])c1ccc(N(CC2CO2)S(=O)(=O)c2ccccc2)cc1 (configuration not stated)
19	CCCNC(=S)N1CCC(NC(=O)c2cccc(C)c2)CC1
20	COc1ccc(CN(CC(=O)NCc2ccccc2)C(=O)CCC(=O)Nc2nccs2)cc1

assay / compound | 11 | 12 | 13 | 14 | 15 | 16 | 17 | 18 | 19 | 20
AmpC detergent | -12% | -10% | -17% | 2% | -2% | 7% | 10% | 0% | -5% | 5%
HCV inh | 5% | 5% | 8% | 7% | -5% | 7% | -13% | 0% | 5% | -11%
Sm TGR block | 15% | 4% | u | u | 1% | 19% | -3% | -26% | 1% | 11%
HCMV antiviral | -32 | -1 | -1 | 13 | -38 | 12 | -6 | -32 | 59 | -8
FBPA Giardia inh | 4% | -3% | 1% | -21% | 2% | 3% | x | 10% | 1% | 13%
AmpC no deterg | -15% | -3% | -10% | -23% | -13% | -10% | -2% | -12% | -9% | 8%

21	COC(=O)c1cccc(Cn2nc(C)c([N+](=O)[O-])c2C)c1
22	CC1(C)CC2CC(C)(CN2C(=O)c2cc(-c3ccccc3O)on2)C1 (configuration not stated)
23	Cc1ccccc1-c1n[nH]c(=S)n1C
24	Cc1ccc(N2CC(O)(c3cccs3)[N+]3=C2CCCC3)cc1 (configuration not stated)
25	NC(=O)c1cccc(N=Cc2cc(Cl)cc(Cl)c2O)c1
26	CC(=O)OCc1cnc(C)c2oc(=O)c(C(=O)Nc3ccc(C)cc3Cl)cc12
27	CCc1ccc(OCC(=O)N(C)C)c(Br)c1
28	O=C(Nc1ccccc1)N1CCN(Cc2ccccc2)CC1
29	COc1ccccc1NS(=O)(=O)c1ccc(N/N=C/c2ccccc2OCC(=O)O)c([N+](=O)[O-])c1
30	Nc1nnnn1CC(=O)N/N=C/c1ccc(-c2cccc(Cl)c2)o1

assay / compound | 21 | 22 | 23 | 24 | 25 | 26 | 27 | 28 | 29 | 30
AmpC detergent | -13% | -7% | -2% | 4% | 0% | -12% | u | -1% | 1% | 5%
HCV inh | -25% | -4% | 3% | -2% | 12% | x | 9% | 0% | -2% | u
Sm TGR block | -8% | -3% | 2% | 7% | x | -1% | 0% | -1% | -11% | 7%
HCMV antiviral | -2 | 8 | -17 | -25 | -20 | 18 | 16 | 50 | -31 | u
FBPA Giardia inh | 7% | -2% | -26% | 3% | -27% | x | 2% | u | 16% | -4%
AmpC no deterg | -16% | -18% | -18% | -3% | 4% | x | -3% | -3% | 94%[activator] | -20%

31	CCc1c(C)nc2ncnn2c1Nc1ccc(C#N)c(Cl)c1
32	COC(=O)c1ccc2c(=O)[nH]c(CSc3nnc(C(F)(F)F)n3C)nc2c1
33	CCSc1nnc([C@@H](N)Cc2c[nH]c3ccccc23)o1
34	COC(=O)c1cc2occc2n1Cc1c(F)cccc1Cl
35	O=C1CC(NCC2CCCO2)C(=O)N1c1ccc(F)cc1 (configuration not stated)
36	CN1CCN(c2ncnc3c2cnn3C)CC1
37	COc1ccc(NC(=O)C2CCCC2)cc1
38	COc1ccc(CNC(=O)C(CC(C)C)N2Cc3ccccc3C2=O)cc1 (configuration not stated)
39	O=C(O)COc1ccc2c(c1)O/C(=C\c1cccs1)C2=O
40	CCOC(=O)c1c(S(=O)(=O)N2CCCC(C(=O)N3CCN(c4cccc(C)c4C)CC3)C2)c(C)n(C)c1C (configuration not stated)

assay / compound | 31 | 32 | 33 | 34 | 35 | 36 | 37 | 38 | 39 | 40
AmpC detergent | -3% | u | -1% | 2% | -2% | 5% | -12% | -1% | 1% | 2%
HCV inh | 18% | 2% | 0% | x | 15% | 15% | 23% | x | -17% | x
Sm TGR block | -5% | -8% | 7% | -3% | -19% | 11% | -119% | -2% | 10% | 5%
HCMV antiviral | 34 | -14 | -15 | x | -12 | 21 | -2 | 10 | -36 | -18
FBPA Giardia inh | 8% | 0% | -9% | -1% | 0% | 2% | -1% | x | 14% | x
AmpC no deterg | -16% | -9% | 1% | -41% | -2% | -7% | -15% | x | -14% | x

41	O=S(=O)(c1ccc(S(=O)(=O)N2CCC(O)CC2)cc1)N1CCCC1
42	COc1ccc(C(C)=O)cc1CSc1nc(Nc2ccc(F)c(F)c2)c2ccccc2n1
43	COc1ccc(-n2nc(C(=O)NCC(=O)NCc3ccc(F)cc3)c3ccccc3c2=O)cc1
44	Cc1ccc(N=C(NO)c2cnccc2C(F)(F)F)c(C)c1
45	CCOc1ccc(-c2nc(CCl)cs2)cc1OC
46	O=c1cc(CN2CCN(c3ccccc3)CC2)nc2scc(-c3ccccc3)n12
47	C/C(=N\NC(=O)C1CC1)c1ccc(Cl)c(Cl)c1
48	Cc1ccc2[nH]c(=O)c(-c3nc4ccccn4c3NCc3ccco3)cc2c1
49	CCOc1ccccc1NC(=O)c1cc2c(=O)oc3ccccc3c2s1
50	O=C(CSc1nnc(-c2ccco2)o1)NCCc1ccccc1

assay / compound | 41 | 42 | 43 | 44 | 45 | 46 | 47 | 48 | 49 | 50
AmpC detergent | 0% | 9% | -9% | -4% | -3% | 1% | -3% | 2% | 19% | -4%
HCV inh | 19% | x | -17% | 16% | -10% | -9% | 0% | -1% | x | -20%
Sm TGR block | 5% | 1% | 9% | 1% | -21% | 2% | 3% | -14% | 7% | u
HCMV antiviral | -18 | -19 | -8 | -19 | -9 | 25 | 67 | 72 | 0 | 41
FBPA Giardia inh | x | x | 9% | 2% | -10% | -8% | 1% | -8% | x | x
AmpC no deterg | -1% | x | 1% | -5% | -15%[2.29 µM] | 15% | 0% | -23% | x | -16%

51	Cc1cccc(N2CCN(Cc3nnc(-c4ccc5c(c4)OCO5)o3)CC2)c1C
52	S=c1[nH]c2cc3ccccc3cc2[nH]1
53	Cn1ncc(Br)c1NC(=O)c1ccco1
54	COc1ccccc1NS(=O)(=O)c1ccc2oc(=S)[nH]c2c1
55	N#Cc1nc(-c2ccccc2)oc1NCCN1CCCCC1
56	O=C(c1ccc(C(F)(F)F)cc1)C1CCCN(C(=O)c2csnn2)C1 (configuration not stated)
57	Brc1cccc(-c2nc(-c3ccncc3)no2)c1
58	COc1ccc(CC(NC(C)=O)C(=O)NC2CCN(C(=O)c3cc(OC)c(OC)c(OC)c3)CC2)cc1 (configuration not stated)
59	CCOC(=O)c1cc(-c2ccccc2)n(CC(=O)NC(C)(C)C)c1C
60	CC(C)CCNC(=O)CN(C(=O)Cn1nnc(-c2ccc(F)cc2)n1)C1CCCC1

assay / compound | 51 | 52 | 53 | 54 | 55 | 56 | 57 | 58 | 59 | 60
AmpC detergent | -7% | -4%&6% | -9% | -7% | -3% | 8% | -5% | 4% | -2% | -10%
HCV inh | x | 8% | 29% | 12% | u | -3% | -29% | 6% | 4% | u
Sm TGR block | -3% | 8.9µM*! | -11% | 6% | -5% | -1% | -14%[11.4 µM] | 8% | 0% | 0%
HCMV antiviral | 7 | -39 | x | -29 | -4 | -5 | 18 | -31 | u | 0
FBPA Giardia inh | x | -9% | 10% | 25% | 5% | 2% | 5% | -2% | 6% | 11%
AmpC no deterg | x | -25%&-44% | -6% | -31% | -11% | -6% | -2% | 20% | 25% | 9%

61	CC1=CC(=C(C#N)C#N)C=C(C)N1Cc1ccccc1
62	CC(=O)Nc1c(C)ccc(S(N)(=O)=O)c1C
63	Cn1ncc(Cl)c1C(=O)N1CCN(S(=O)(=O)c2cccs2)CC1
64	Cc1ccc(S(=O)(=O)N2CCCCC2)cc1C(=O)NCc1ccc(S(N)(=O)=O)cc1
65	COc1cc(OC)cc(-c2cc(N)n(S(=O)(=O)c3cccc4nsnc34)n2)c1
66	CC[C@H](C)C(=O)N[C@H]1CCCN1C(=O)/C=C/c1ccccc1
67	O=C(Nc1ccccc1Cl)N1CCN(c2ccc3nnc(-c4ccc(F)cc4)n3n2)CC1
68	Nc1nc(SCC(=O)Nc2cc(S(=O)(=O)N3CCOCC3)ccc2Cl)n[nH]1

assay / compound | 61 | 62 | 63 | 64 | 65 | 66 | 67 | 68
AmpC detergent | 3% | 6% | -3% | x | -2% | 5% | u | u
HCV inh | 3% | 23% | 25% | 6% | u | 6% | u | 11%
Sm TGR block | 8% | 15% | 8% | x | -5% | -30% | -12% | -6%
HCMV antiviral | -26 | 12 | 39 | u | 0 | -28 | 4 | 12
FBPA Giardia inh | 3% | 1% | x | x | -1% | x | 9% | 4%
AmpC no deterg | -20% | -2% | -2% | -15% | u | -2% | 62%[activator] | -19%

# Three records picked at random from those above:
65	COc1cc(OC)cc(-c2cc(N)n(S(=O)(=O)c3cccc4nsnc34)n2)c1
63	Cn1ncc(Cl)c1C(=O)N1CCN(S(=O)(=O)c2cccs2)CC1
62	CC(=O)Nc1c(C)ccc(S(N)(=O)=O)c1C

assay / compound | 65 | 63 | 62
AmpC detergent | -2% | -3% | 6%
HCV inh | u | 25% | 23%
Sm TGR block | -5% | 8% | 15%
HCMV antiviral | 0 | 39 | 12
FBPA Giardia inh | -1% | x | 1%
AmpC no deterg | u | -2% | -2%
